Pf growth 96h – Primary qHTS for delayed death inhibitors of the malarial parasite plastid, 96 hour incubation; P. falciparum luciferase reporter growth, 96 h; Potency, µM (series often up to 28.7 µM), for the others: at the top dose activity change, negative = inhibition, usual class: inhibitors; 6.9% of 320,000 active; AID 504834, 2011
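Erythrocytes infected with luciferase-expressing P. falciparum were dispensed at 2% hematocrit and 0.05% parasitemia (final), then incubated with compounds 96 hours at 37 C in 5% CO2. Luminescence after detection reagent addition reported growth.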
Tb PYK inh – qHTS of Trypanosoma Brucei Inhibitors | 0.12% of 410,000 active | pyruvate kinase (Trypanosoma brucei), Q57TT1 | TbPYK enzyme, Kinase-Glo Plus ATP luminescence, 45 min | AID 624173, 2012 | Potency, µM (highest dose often 76.8 µM), for inactives: top-dose activity, negative = inhibition, most hits filed as inhibitors; further: nearly all actives have a fitted effect of over 50% in size
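Glycolytic pyruvate kinase of T. brucei was incubated with substrate, test compound and 130 uM ADP for 45 minutes at room temperature. Luminescent Kinase-Glo Plus signal was measured after 10 minutes.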
HCV inh – qHTS Assay for Inhibitors of Hepatitis C Virus (HCV); 3.4% of 340,000 active; Huh7.5.1 HCVcc-Cre infection, luciferase reporter, 44 h; AID 651820, 2012; Potency, µM (top dose mostly 41.8 µM), inactives show at the top dose activity change, negative = inhibition, most hits filed as inhibitors
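Seed cells (1,000/well) for 4 h; treat with compound and infect with HCVcc-Cre, moi about 0.5. Incubate 44 h, then detect luciferase activity.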
Pf growth 48h – Primary qHTS for delayed death inhibitors of the malarial parasite plastid, 48 hour incubation. 5.9% of 310,000 active. P. falciparum luciferase growth in erythrocytes, 48 h. Potency, µM (top dose mostly 28.7 µM), for inactives: at the highest dose activity change, negative = inhibition, hits mostly inhibitors. AID 504832, 2011
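Here the parasites carry a stable luciferase gene and grow inside erythrocytes in Albumax-based RPMI medium with compound for one erythrocytic cycle. Activity is scored as loss of luminescent signal.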
Sm TGR inh – qHTS Assay for the Inhibitors of Schistosoma Mansoni Peroxiredoxins. Potency, µM (titrated, usually from 114 µM), inactives show top-dose activity change, negative = inhibition, actives largely listed as inhibitors. Schistosoma mansoni thioredoxin glutathione reductase (TGR), Q962Y6. purified TGR, DTNB reduction, TNB absorbance 405 nm. 3% of 360,000 active; further: nearly all actives have a fitted effect of over 60% in size
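Kinetic colorimetric format: TGR-catalysed, NADPH-driven DTNB reduction monitored via TNB absorbance. Enzyme dispensed at 20 nM; compound exposure 15 min at room temperature before reaction start.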
LmPK inh – qHTS Assay for Inhibitors of Leishmania Mexicana Pyruvate Kinase (LmPK). 0.37% of 290,000 active. AID 1721, 2009. Q27686. Potency, µM (titrated, usually from 57.5 µM), without a hit: at the top dose activity change, negative = inhibition, usual class: inhibitors. purified LmPK, Kinase-Glo ATP luminescence, 1 h
Target sequence (Q27686 whole entry, looked up): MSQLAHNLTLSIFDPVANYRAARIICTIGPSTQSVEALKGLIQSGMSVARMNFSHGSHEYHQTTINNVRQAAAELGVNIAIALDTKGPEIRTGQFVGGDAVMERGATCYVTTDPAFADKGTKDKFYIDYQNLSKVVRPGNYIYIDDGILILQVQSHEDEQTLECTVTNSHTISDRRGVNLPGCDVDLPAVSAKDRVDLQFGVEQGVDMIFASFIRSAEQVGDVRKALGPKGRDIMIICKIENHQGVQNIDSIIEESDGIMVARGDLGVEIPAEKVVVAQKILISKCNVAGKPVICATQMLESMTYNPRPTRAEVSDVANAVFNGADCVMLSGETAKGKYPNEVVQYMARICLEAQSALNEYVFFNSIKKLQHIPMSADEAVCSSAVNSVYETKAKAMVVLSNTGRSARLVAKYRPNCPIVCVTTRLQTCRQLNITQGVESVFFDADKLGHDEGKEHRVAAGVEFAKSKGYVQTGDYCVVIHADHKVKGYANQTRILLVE
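qHTS format; LmPK 0.1 nM; substrates PEP 0.5 mM and ADP 0.1 mM. One-hour room-temperature incubation, then coupled luciferase luminescence; 0.5 nM enzyme wells mark activation.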
An asterisk follows results filed as active; i = inactive; ? = inconclusive; / = not tested or not shown; & = joins results of further samples; [ ] = another dose, or the depositor's remark. The call rests on the fitted dose curve; in most records, active means well fitted curve in the direction sought with a large enough effect; inconclusive means small, poorly fitted or top-dose-only effect, or another doubt; inactive means no such curve, though single readings can be large; an effect the other way counts as inactive or inconclusive. On the % scale 0 is the no-effect control and ±100 the full control effect; potency means the concentration at half of the fitted maximal effect.

Results follow in this order: Pf growth 96h | Tb PYK inh | HCV inh | Pf growth 48h | Sm TGR inh | LmPK inh
> CCOC(=O)[C@]1(C#N)[C@@H]2C=CC(C(N)=O)=CN2[C@@H](C(N)=O)[C@@H]1c1ccc(F)cc1
  52%[activator] | -14% | 11% | -10% | ? | 2%
> Cc1ccc(CNC(=O)Cc2ccc(-n3c(=O)[nH]c4ccsc4c3=O)cc2)cc1
  ? | -4% | 2% | 21% | -8% | -5%
> COc1cc(NC(=S)Nc2ccc(S(=O)(=O)N3CCOCC3)cc2)cc(OC)c1OC
  43%[activator] | -5% | -28% | 1% | ? | 7%
> CN(Cc1ccccc1F)C(=O)C(Cc1ccccc1)NC(=O)c1ccccc1 (stereo unspecified)
  ? | -4% | ? | ? | -2% | /
> CN1C(=O)NC(c2cccc(F)c2)C2=C1CC(C)(C)CC2=O (stereo unspecified)
  -82% | 1% | 4% | 1%[0.00184 µM] | -1% | 1%
> COc1ccc(-c2cc(=NCC(=O)O)c3ccccc3o2)cc1
  120%[activator] | 4% | -20% | 128%[activator] | -17% | 1%
> COc1cc(/C=N/n2c(C)nc3ccccc3c2=O)cc(OC)c1O
  15% | -9% | -5% | -11% | -15% | -1%
> C/C(=N\NC(=O)c1cccc(N/N=C(\C)c2ccncc2)c1)c1ccncc1
  8.3µM* | -3% | -1% | ? | -5% | -3%
> O=C(O)COCc1nc2ccccc2[nH]1
  ? | -2% | 7% | 23% | 17% | -7%
> CC(=O)OC1(c2ccc(C)cc2)CN2CCC1c1ccccc12 (stereo unspecified)
  -55% | -9% | 16% | / | 21% | -8%
> O=C(C1CC(=O)N(c2ccccc2)C1)N1CCN(c2ccccc2F)CC1 (stereo unspecified)
  6% | -5% | 16% | 1% | 4% | 6%
> CC(=O)O/N=C(/C)c1ncc(C(F)(F)F)cc1N1CCOCC1
  -13% | -2% | 19% | / | -4% | -4%
> CCOC(=O)N1CCC(NC(=O)COc2cc(=O)n(C)c3ccccc23)CC1
  ? | 6% | 8% | / | 2% | 5%
> Cc1ccccc1Cn1cc(C)c(=O)[nH]c1=O
  ? | -5% | 19% | 8% | 14% | -3%
> CC(C)CC(C(=O)O)N1C(=O)C2C3CC(C2C1=O)C1C(c2ccccc2)c2sc(=O)[nH]c2SC31 (stereo unspecified)
  20% | ? | 10% | 14% | -12% | -1%
> CCN1C(=O)[C@@H]2[C@@H](c3ccc(-c4cccc(Cl)c4)c(OC)c3)N3CCCC[C@@]3(C(=O)OC)[C@@H]2C1=O
  3.7µM* | -8% | 12% | 10µM* | -14% | /
> C/C(=N\NC(=O)C(O)(c1ccccc1)c1ccccc1)c1ccc(C)o1
  -21% | -8% | 1% | -20% | 0% | 1%
> O=C(NC(=S)Nc1ccc(F)cc1)c1ccc2c(c1)OCCO2
  ? | -3% | ? | 132%[activator] | 11µM* | -2%
> CC1(C)CC(=O)C(C2c3ccccc3S(=O)(=O)c3ccccc32)C(=O)C1
  -22% | 2% | 34%[activator] | 16% | 3% | 3%
> NN=C1c2cc([N+](=O)[O-])ccc2-c2ccc([N+](=O)[O-])cc21
  ? | / | / | 5% | -1% | 3%
> S=c1[nH]nc(Cn2nnc3ccccc32)n1-c1ccc(Cl)cc1
  76%[activator] | ? | -1% | 37%[activator] | 8% | ?
> COc1ccc2cc(C(=O)c3ccccc3)c(=O)oc2c1
  128%[activator] | 2% | 4% | 74%[activator] | 4% | -3%
> CC(=O)c1ccc(NC(=O)CSc2nnc(NC(=O)CN3CCOCC3)s2)cc1
  45%[activator] | -6% | 15%&-14% | 17% | -2% | -1%
> Cc1cccc(NCc2n[nH]c(=S)n2-c2ccccc2)c1
  0% | ? | 7% | -13% | -4%[57.1 µM] | -18%
> Cc1ccc(OCC(=O)NCCNC(=O)c2ccncc2)cc1C
  ? | 0% | 7% | -6% | -4% | -1%
> O=C(CSc1cn(Cc2ccccc2)c2ccccc12)N1CCOCC1
  35%[activator] | -5% | -8% | 62%[activator] | 0% | 1%
> COc1cc(NS(=O)(=O)c2ccc(NC(=O)NC3CCCCC3)cc2)nc(OC)n1
  -4% | 14% | 1% | 0% | 8% | 2%
> CCOc1ccc(Br)cc1S(=O)(=O)Nc1ccc(C(=O)OC(C)C(=O)N(C)c2ccccc2)cc1 (stereo unspecified)
  ? | -7% | -23% | -21% | -3% | 2%
> O=C(CNS(=O)(=O)c1ccccc1)N1CCN(c2ccccc2)CC1
  / | 6% | 4% | 2% | 3% | -11%
> COc1ccccc1C(=O)NCC(=O)OC(C)C(=O)N(C)C1CCCCC1 (stereo unspecified)
  ? | 2% | 5% | ? | -8% | /
> Cn1c(=S)[nH]c(=O)c2ncc(=O)[nH]c21
  6% | -3% | 8% | 55%[activator] | 11% | -2%
> C=CCN1C(=O)NC(=O)C(Cc2ccc(OC)c(OC)c2)C1=O (stereo unspecified)
  / | 1% | 5% | 16% | -27% | 5%
> O=C(Nc1ccon1)c1sc2cc(Cl)ccc2c1Cl
  -19% | -3% | -9% | ? | 0% | -5%
> CCC(C)(C(=O)NC1CCCCC1)N(Cc1ccco1)C(=O)c1cnccn1 (stereo unspecified)
  87%[activator] | 1% | ? | 13% | -16% | -2%
> CC(=NCCO)c1c(O)n(C)c(=O)n(C)c1=O
  1% | 1% | -15% | 29% | 0% | -7%
> CS/C(=C(/C#N)S(=O)(=O)c1ccc(Cl)cc1)N1CCOCC1
  ? | -9% | 11% | ? | -7% | 2%
> CCN(CC)S(=O)(=O)c1ccc(NC(=O)CSc2cccc[n+]2[O-])cc1
  / | 0% | 10% | -13% | -18% | 3%
> Cc1cc(C)n(CCOc2ccc(Br)cc2)n1
  ? | -1% | 3% | -13% | -30% | -2%
> Cc1ccc(NC(=O)C2CCN(c3ncnc4sc(C)c(C)c34)CC2)cc1S(=O)(=O)N(C)C
  4.7µM* | -9% | 10µM* | 4.1µM* | 0% | /
> O=C(/C=C\c1ccco1)c1ccc(NC(=O)c2ccco2)cc1
  0% | -17% | -19% | 46%[activator] | 4µM* | -4%

The closing 3 records of the part above open the next one.
Results follow in this order: Pf growth 96h | Tb PYK inh | HCV inh | Pf growth 48h | Sm TGR inh | LmPK inh
> Cc1cc(C)n(CCOc2ccc(Br)cc2)n1
  ? | -1% | 3% | -13% | -30% | -2%
> Cc1ccc(NC(=O)C2CCN(c3ncnc4sc(C)c(C)c34)CC2)cc1S(=O)(=O)N(C)C
  4.7µM* | -9% | 10µM* | 4.1µM* | 0% | /
> O=C(/C=C\c1ccco1)c1ccc(NC(=O)c2ccco2)cc1
  0% | -17% | -19% | 46%[activator] | 4µM* | -4%
> Cc1cc(NC(=O)/C=C\C(=O)O)c([N+](=O)[O-])cc1C
  ? | -2% | -2% | -11% | ? | -7%
> O=C(CCCCn1c(=O)c2ccccc2n(CC(=O)Nc2cccc(F)c2)c1=O)NCc1ccco1
  ? | -2% | -5% | ? | ? | 7%
> Cc1cc(C(=O)N2CCOCC2)c(C)o1
  60%[activator] | -1% | 11% | 5% | / | 2%
> C=CCn1c(SCC(=O)Nc2nncs2)nnc1-c1ccco1
  2% | -1% | 6% | 48%[activator] | -18% | 6%
> CC(C)CCN(C(=O)c1cn2ccccc2n1)c1c(N)n(Cc2ccccc2)c(=O)[nH]c1=O
  1% | 4% | ? | -18% | -1% | /
> O=C(NC1CCS(=O)(=O)C1)c1ccc(S(=O)(=O)NCC2CCCO2)cc1 (stereo unspecified)
  31%[activator] | 2% | -17% | 4% | -2% | -6%
> Cn1c(N)c(C(=O)COC(=O)c2cc(C3CC3)nc3ccccc23)c(=O)n(Cc2ccccc2)c1=O
  ? | 3% | 1%[8.37 µM] | -9% | -12% | -1%
> CCOCCCNC(=O)C1CCN(S(=O)(=O)N2CCCC2)CC1
  8% | 3% | -5% | 8% | -1% | 0%
> CN(C)c1ncc(S(=O)(=O)c2ccccc2)c(-c2ccc(Cl)cc2Cl)n1
  -3% | -3% | -16% | ? | -15% | 3%
> COc1ccc(N2CCN(C(=O)Cn3ncc4c([nH]c5ccccc54)c3=O)CC2)cc1
  36%[activator] | 10% | -4% | 29% | 16% | -6%
> COC(=O)NCC(c1ccco1)N1CCN(c2ccc(OC)cc2)CC1 (stereo unspecified)
  -8% | -10% | 14% | 9% | 5% | 1%[11.5 µM]
> CCCc1noc2c1/C(=N\O)CC(CC(C)SCC)C2 (stereo unspecified)
  0% | 1% | ? | ? | -1% | 2%
> CNc1ccc2c3c(cccc13)C(=O)N(C)C2=O
  3% | -13% | ? | 18%[0.00184 µM] | -22% | 1%
> CC(=O)c1n[nH]nc1Nc1nc(C)cc(C)n1
  / | -15% | 0% | 23% | -2% | 0%
> CC12CCC(C(=O)N(NC(=O)c3ccc(O)cc3)C1=O)C2(C)C (stereo unspecified)
  63%[activator] | 0% | 1% | ? | 17% | 0%
> O=C(Cc1ccccc1)Nc1ccccc1C(=O)Nc1ccccc1
  -24% | 2% | 37%[activator] | 50%[activator] | 0% | 3%
> Cc1ccc(CNC(=O)c2ccc(OCC3CCCO3)cc2)cc1 (stereo unspecified)
  34%[activator] | -7% | 1% | 0% | -10% | 1%
> CCc1ccccc1N1CCN(S(=O)(=O)c2cc(OC)ccc2OC)CC1
  10µM* | 0% | ? | -12% | 2% | -2%
> CCOC(=O)c1ccc(NC(=O)c2cccnc2)cc1
  ? | -3% | -12% | 26% | 7% | -7%
> Cc1cnc(C(=O)OCC(=O)Nc2ccc(Cl)cc2)cn1
  -29% | 0% | 25% | 0% | -17% | 0%
> CCOc1ccc(NC(=O)NCCCN2CCCC2)cc1
  24% | 0% | -5% | / | 0% | 2%
> Cc1cccc(C)c1NC(=O)Cn1nnc(C(=O)Nc2ccc(F)cc2F)c1N
  36%[activator] | -5% | -11% | 39%[activator] | 6% | 0%
> C=CCNC(=O)/C(C#N)=C/c1ccccc1Cl
  -7% | -8% | -1% | -4% | -14% | -5%
> C/C(=N\Nc1ccc(Cl)c(C(=O)O)c1)c1cccc([N+](=O)[O-])c1
  90%[activator] | -9% | 4% | 48%[activator] | -34% | -11%
> O=C(CCSc1ccc(Cl)cc1)N1CCN(c2ncccn2)CC1
  -9% | -11% | -5% | 8% | 1% | 1%
> CCOC(=O)c1ccc(NC2c3ncccc3C(=O)N2Cc2ccc(F)cc2)cc1 (stereo unspecified)
  ? | 2% | 5% | ? | -1% | -1%
> CCC(=O)N1C(=O)C2(Nc3ccccc3N2)c2ccccc21
  38%[activator] | / | / | 18% | 6% | -2%[11.5 µM]
> CC(C)CN(CCC(=O)O)CC(C)C
  / | / | 1% | 9% | -23% | -4%
> O=C(O)CNC(=O)CC1S/C(=N/N=C2/NC(=O)CS2)NC1=O (stereo unspecified)
  23% | -26% | 18% | ? | 6% | 3%
> CCn1c(SCC#N)nc2cc(S(=O)(=O)N3CCOCC3)ccc21
  ? | 4% | -3% | 3% | 27% | 2%
> NC(CC(=O)O)C1CCCCC1 (stereo unspecified)
  ? | / | / | -10%[5.75 µM] | 4% | -4%
> COc1ccc(C2CC(Cn3cc(C#N)c(=O)n(C)c3=O)ON2C)cc1 (stereo unspecified)
  29% | 1% | 13% | 0% | 0% | 0%
> N/C(=N\OC(=O)CCCOc1ccccc1)c1ccccc1
  i | -12% | -2% | 18% | 1% | -9%
> COc1ccccc1NC1=Nc2cccc3cccc1c23
  -1% | 0% | -7% | 23% | 10% | 2%

Screens deposited in PubChem BioAssay by National Center for Advancing Translational Sciences (NCATS).
